CD40 NFkB inh: inhibitors of CD40-induced NF-kB signaling, primary screen, BL2 cells, luciferase reporter, single point; CD40L-induced, 4 h; inhibition, % at 10 µM; 83,000 compounds, 0.94% hits; AID 1053188, 2014;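 active = mean inhibition of at least 50% with a set share of replicates also reaching that level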;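 note: 0% = neutral control wells and 100% = IKK inhibitor VII at 50 µM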
An asterisk follows results filed as active; & = joins results of further samples; [ ] = another dose, or the depositor's remark.

SMILES	CD40 NFkB inh
CC(=O)NCC(=O)OCC(=O)Nc1ccc(C(C)=O)cc1	5
Cc1cc2ncn(C(=O)N3CCCCCC3)c2cc1C	-39
COc1ccc(Cc2nc(=S)[nH][nH]2)cc1Br	7
CC(C)Oc1ccc(N2CC(C(=O)NC3=NCCS3)CC2=O)cc1 (stereo not given)	-2
CCCNC(=O)[C@H]1[C@H](CO)[C@H]2Cn3c(ccc(-c4ccc(F)cc4)c3=O)[C@@H]1N2Cc1ccccc1F	8[25 µM]
O=C(c1ccco1)n1nc(NCc2ccccc2)nc1NCc1ccccc1	8
COc1ccc(-n2ncc3c2CC(C)(C)CC3NC(=O)CCn2nc(C)cc2C)cc1 (stereo not given)	-1
CCCS(=O)(=O)N1CCN(CCCc2ccccc2)CC1	0
COCCCn1c(=O)c2ccccc2n(CC(=O)NCCC2=CCCCC2)c1=O	2
COc1ccc(NC(=O)N(C)C[C@@H]2OCCCC[C@@H](C)Oc3ccc(NC(=O)c4ccccc4)cc3C(=O)N([C@@H](C)CO)C[C@H]2C)cc1	-7
Cc1ccc(N(C(=O)C2CCC(=O)N2)C2(C(=O)NC3CCCC3)CCCCC2)cc1 (stereo not given)	21
Cc1nc2c(OCc3ccc(C(F)(F)F)cc3)cccn2c1N(C)C(=O)CCC1CCCC1	10
C[C@H]1CCCCO[C@H](CN(C)S(=O)(=O)c2ccccc2)[C@@H](C)CN([C@@H](C)CO)C(=O)c2cc(NS(=O)(=O)c3ccc(Cl)cc3)ccc2O1	9
COCc1cn(CC[C@@H]2CC[C@H](NC(=O)Nc3c(C)noc3C)[C@@H](CO)O2)nn1	0[25 µM]
CCOC(=O)[C@H](CCc1ccccc1)N[C@H]1CCc2ccccc2N(CC(=O)O)C1=O	-2[25 µM]
O=C1CSC(c2ccccn2)N1c1ccc2ccccc2c1 (stereo not given)	-19
O=C(CN1CCOCC1)Nc1ccc(N2CCN(c3ccccc3)CC2)c(F)c1	-4
O=C(NC1CCCCNC1=O)c1ccccc1 (stereo not given)	-11
CN1CCN(S(=O)(=O)c2cccc(C(=O)N(Cc3nnc(-c4ccc(Cl)cc4)o3)C3CC3)c2)CC1	-9
CCCCNC(=O)c1cccc(C(=O)NCCCC)c1	1
CN1CCN(c2ccccc2NC(=O)c2ccc(N3CCOCC3)c([N+](=O)[O-])c2)CC1	3
CCN1CCN(C(=S)NC(=O)c2cccc(Br)c2)CC1	-7
Nc1cc(Cl)nnc1Cl	-3
O=C(c1cccc(S(=O)(=O)N2CCOCC2)c1)N(Cc1nnc(-c2ccccc2Cl)o1)C1CC1	-12
CCCn1nnnc1NC(=O)COc1ccc(Br)cc1	12
COc1ccc(-c2ccc3c(c2)[C@@H]2[C@@H](CCN2C(=O)Nc2ccc(F)cc2)[C@H](CO)N3C)cc1	12
CSCCNC(=O)c1cccc(Cl)c1	10
Cc1ccc(C(=O)NCCC2=CCCCC2)cc1S(=O)(=O)N1CCCCC1	-8
CCCNC(=O)N1[C@H](C#N)[C@@H](c2ccc(-c3cccc(OC)c3)cc2)[C@@H]1CO	34[25 µM]
CCCCOC(=O)c1cccc(NC(=O)CC)c1	-39
COc1ccc(OCCCC(=O)Nc2cc(S(=O)(=O)N3CCCCC3)ccc2C)cc1	5
COc1ccccc1N1CCN(C(=O)c2cc(S(=O)(=O)N3CCCCC3)ccc2C)CC1	4
CN1Cc2c(N3CCOCC3)nc3sc(C#N)c(N)c3c2CC1(C)C	8
CC(C)c1cn(CC[C@H]2CC[C@@H](NS(=O)(=O)c3ccc(F)cc3)[C@H](CO)O2)nn1	-4[25 µM]
Cc1cccc(N2CCN(C(=O)C3CC(=O)N(c4ccc5c(c4)OCCO5)C3)CC2C)c1 (stereo not given)	27
Cc1ccccc1OCCC(=O)OCC(=O)NCCc1ccccc1	3
Cc1cccc(Nc2nc(-c3cccs3)cs2)n1	-17
O=C(Cc1ccccc1)Nc1scc(-c2ccccc2)c1C(=O)N1CCOCC1	4
COc1cccc(NC(=O)N2CCc3nc(Nc4ccc(C(C)C)cc4)ncc3C2)c1	18
CCN(CC(=O)Nc1c(F)cccc1F)C(=O)/C=C/c1ccc(C)cc1	-48
Cc1nonc1C1CCCN1C(=O)c1cc(COc2ccc(F)cc2F)on1 (stereo not given)	-34
O=C(C[C@H]1CC[C@@H]2[C@H](COC[C@@H](O)CN2Cc2ccc(F)cc2)O1)NCCc1ccccc1	-10[25 µM]
COc1cc(C#N)ccc1OC(=O)C1CCN(C(=O)c2ccc(F)cc2)CC1	11
C[C@H]1CN(C)C(=O)c2cccc(NS(C)(=O)=O)c2O[C@@H]1CN(C)S(C)(=O)=O	19
CCc1nnc(NS(=O)(=O)c2ccc(NC(=O)c3ccccc3)cc2)s1	1
Cc1cc(NC(=O)c2ccccc2)nc2c1c(=O)oc1ccccc12	0
O=C(CN1CCN(c2ccccn2)CC1)Nc1cccc(S(=O)(=O)N2CCCC2)c1	8
COc1cccc(C#Cc2ccc([C@H]3[C@H](C#N)N(C(=O)C4CC4)[C@H]3CO)cc2)c1	-44
CCCC(=O)NC(=S)Nc1ccc(CN2CCOCC2)cc1	-21
Cc1ccnc(N2C3CCC2CC(O)(c2ccccc2)C3)n1 (stereo not given)	15
CN(c1ccc(F)cc1)S(=O)(=O)c1ccc(Cl)c(C(=O)NC2(C)CCS(=O)(=O)C2)c1 (stereo not given)	7
CCN(C(=O)Cc1ccc(NC2=NC3CS(=O)(=O)CC3S2)cc1)c1ccccc1 (stereo not given)	-10
c1ccc(-c2csc(-c3ccncc3)n2)cc1	-39
CC(=O)Nc1ccc(NC(=O)COc2ccc3c(c2)CCC3)cc1	-12
CCOC(=O)c1cc(C#N)c(N2CCOCC2)nc1-c1ccccc1	2
O=C(Nc1cccc2ccccc12)N1CCN(c2ncccn2)CC1	2
O=C(NCCCN1CCCCCC1)C1CC(=O)N(CCc2ccccc2)C1 (stereo not given)	14
COc1ccc(C(=O)N(C)C2CCCCC2)cc1S(=O)(=O)N1CCOCC1	6
Nc1ccc(N2CCOCC2)c2nonc12	16
COCCn1c(-c2ccc(C#N)cc2)nc2c1c(=O)[nH]c(=O)n2Cc1ccccc1	7

The last two compounds of the section above open the next one.
SMILES	CD40 NFkB inh
Nc1ccc(N2CCOCC2)c2nonc12	16
COCCn1c(-c2ccc(C#N)cc2)nc2c1c(=O)[nH]c(=O)n2Cc1ccccc1	7
Cc1cc(C(=O)Nc2ccccc2C(=O)N2CCCCC2)ccc1[N+](=O)[O-]	-1
CCC(=O)N1[C@H](CO)[C@H](c2ccc(C3=CCCC3)cc2)C12CN(C(=O)COC)C2	-8[25 µM]
Nc1ccc(S(=O)(=O)Nc2nccc(/C=C/c3ccccc3F)n2)cc1	3
O=Cc1cn(CC(O)CN2CCCCC2)c2ccccc12 (stereo not given)	2
O=C(OCCN(C1=NS(=O)(=O)c2ccccc21)c1ccccc1Cl)c1ccc(Cl)cc1	7
O=C(O)CN=C1NC2(CCCC2)Cc2ccccc21	10
CSc1nsc(SC)c1C(=O)OCC(F)(F)F	-17
CCc1oc2ccccc2c1C(=O)c1cc(Br)c(O)c(Br)c1	22
CCN1CCN(c2cc(C)c3cc(NC(=O)c4cccc(OC)c4)ccc3n2)CC1	-50
O=c1cc(C2CCCCC2)[nH]c(=O)[nH]1	4
COc1ccc(CC(=O)NC(C)C2COc3ccccc3O2)cc1OC (stereo not given)	3
C=CCn1c(SCC(=O)N(CCC)C2CCS(=O)(=O)C2)nnc1-c1ccccc1OC (stereo not given)	-7
COc1ccc(N/C(N)=N/c2nc(C)cc(C)n2)cc1	1
CC(C)CCNC(=O)COC(=O)c1cc(Br)c(Br)s1	12
N#Cc1ncc(Cc2ccccc2)nc1C#N	-38
Cc1cc(C)cc(N(CCC#N)C(=O)COC(=O)C2CCN(c3ccc(C(F)(F)F)cn3)CC2)c1	6
CCCCNS(=O)(=O)c1ccc(OC)c(C)c1	8
COC(=O)c1c(-c2ccccc2)c[nH]c1C	-64
COC(=O)[C@H]1[C@H](CO)[C@H]2Cn3c(ccc(-c4ccccc4)c3=O)[C@H]2N1CC1CCCCC1	7[25 µM]
COc1ccc(OCC(=O)Nc2cc(S(=O)(=O)N3CCCC3)ccc2OCC(F)(F)F)cc1	2
CN(C)C(=O)c1ccc(-c2ccccc2[C@H]2[C@@H](CO)N(C(=O)C3CC3)[C@H]2C#N)cc1	-2[25 µM]
CC(=O)Nc1ccc(NC(=O)COC(=O)COc2ccc3ccccc3c2)cc1	7
COc1ccc(CCc2ccc3ccccc3n2)cc1	-48
O=C(NC1CCCC1)c1nc2c(nnn2Cc2cccc(Cl)c2)c(=O)[nH]1	22
Oc1cccc(-c2ccc3nccn3c2)c1	-21
COc1ccc(S(=O)(=O)N2CCCCC2)cc1NC(=O)C1COc2ccccc2O1 (stereo not given)	18
C[C@@H]1CN([C@@H](C)CO)S(=O)(=O)c2ccc(C#CC(C)(C)O)cc2O[C@@H]1CN(C)Cc1ccc(F)cc1	22[25 µM]
C[C@@H]1CN([C@@H](C)CO)C(=O)c2ccccc2-c2ccccc2CO[C@@H]1CN(C)C	0
CC(=O)N1CCc2c(sc(NC(=O)CCS(=O)(=O)c3ccc(C)cc3)c2C(N)=O)C1	3
COc1cccc(S(=O)(=O)N2CC[C@@H]3[C@H](CO)Nc4ccc(C#Cc5cccnc5)cc4[C@@H]32)c1	-6[25 µM]
CN(C)C(=O)c1cccc(-c2ccccc2[C@@H]2[C@@H](C#N)N(C(=O)C3CCC3)[C@H]2CO)c1	-32[25 µM]
CCN(Cc1cn2cccnc2n1)C1CCCCC1	15
CCCn1c(N)c(C(=O)CSc2n[nH]c(-c3ccc(C)cc3)n2)c(=O)[nH]c1=O	2
O=C(COC(=O)[C@@H]1CCCN1S(=O)(=O)c1ccc(Cl)cc1)NC1CCS(=O)(=O)C1 (stereo not given in full)	1
OC(COc1ccc(OCc2ccccc2)cc1)CN1CCCCC1 (stereo not given)	-104
O=C(NNC(=O)c1ccccc1-n1cccc1)c1ccc(F)cc1	27

In a second layout: results already given.
molecule: COc1cc(C#N)ccc1OC(=O)C1CCN(C(=O)c2ccc(F)cc2)CC1
- CD40 NFkB inh = 11

molecule: CC(C)CCNC(=O)COC(=O)c1cc(Br)c(Br)s1
- CD40 NFkB inh = 12

molecule: CC(=O)Nc1ccc(NC(=O)COC(=O)COc2ccc3ccccc3c2)cc1
- CD40 NFkB inh = 7

molecule: COc1ccc(N/C(N)=N/c2nc(C)cc(C)n2)cc1
- CD40 NFkB inh = 1

Back to the main list; the 4 compounds before the break are reprinted first.
SMILES	CD40 NFkB inh
CCCn1c(N)c(C(=O)CSc2n[nH]c(-c3ccc(C)cc3)n2)c(=O)[nH]c1=O	2
O=C(COC(=O)[C@@H]1CCCN1S(=O)(=O)c1ccc(Cl)cc1)NC1CCS(=O)(=O)C1 (stereo not given in full)	1
OC(COc1ccc(OCc2ccccc2)cc1)CN1CCCCC1 (stereo not given)	-104
O=C(NNC(=O)c1ccccc1-n1cccc1)c1ccc(F)cc1	27
O=C(COC(=O)Cc1ccc(Br)cc1)NCc1ccc2c(c1)OCO2	-3
COc1ccc(-n2c(SCC(=O)NCc3cccs3)nc3[nH]ncc3c2=O)cc1	10
COc1ccc(NC(=O)N2[C@@H]3CNC[C@H]2C3c2ccc(-c3cccc(OC)c3)cc2)cc1 (stereo not given in full)	-39&-10
CCN(CC)c1ccc(S(=O)(=O)N2CCOCC2)cc1NC(=O)Nc1ccccc1	-4
COc1ccc(NC(=O)N(C)C[C@@H]2OCc3cn(nn3)CCCC(=O)N([C@@H](C)CO)C[C@@H]2C)c(OC)c1	-5[25 µM]
CN(CCO)c1cnccn1	3
CN(CC(=O)NCc1ccccn1)S(=O)(=O)c1ccc2ccccc2c1	8
Cc1noc(C)c1C(=O)OCC(=O)N(C)C1CCS(=O)(=O)C1 (stereo not given)	14
O=C(c1ccc(COc2ccc3c(c2)CCC3)o1)N1CCN(c2ccccc2)CC1	-30
COc1ccc(NC(=O)c2ccccc2Oc2ccccc2)c(OC)c1	9
CCCCn1c(N)c(N(CC(C)C)C(=O)c2cccc(S(=O)(=O)N(CC)c3ccccc3)c2)c(=O)[nH]c1=O	10
CCOc1ccc(C(=O)OCC(=O)NC(C)C)cc1	9

Single values from the list.
Value of COc1ccc(NC(=O)N(C)C[C@@H]2OCc3cn(nn3)CCCC(=O)N([C@@H](C)CO)C[C@@H]2C)c(OC)c1 under CD40 NFkB inh: -5[25 µM]
Value of Cc1noc(C)c1C(=O)OCC(=O)N(C)C1CCS(=O)(=O)C1 (stereo not given) under CD40 NFkB inh: 14
Value of CN(CCO)c1cnccn1 under CD40 NFkB inh: 3

Later entries
SMILES	CD40 NFkB inh
CC(=O)Oc1ccc(C(=O)O)cc1OC(C)=O	-1
Cc1nc(-c2ccccc2Cl)sc1C(=O)/C=C/N(C)C	-38
CC(C)CN(C(=O)COC(=O)CCC(=O)c1ccc(F)cc1)c1c(N)n(Cc2ccccc2)c(=O)[nH]c1=O	-4
CO[C@@H]1CN(C)C(=O)c2ccc(NC(=O)Nc3ccccc3Cl)cc2OC[C@H](C)NC[C@@H]1C	24[25 µM]
Cc1ccc(Cl)c(NC(=O)CCl)c1Cl	4
Cc1ccc(S(=O)(=O)N2CC(=O)Nc3ccccc32)cc1	-3
CCCC#Cc1ccc([C@H]2[C@@H](CO)N3CCCCN(S(C)(=O)=O)C[C@@H]23)cc1	0[25 µM]
CC(C)CCNC(=O)COc1ccc2c3c(c(=O)oc2c1)CCC3	6
COc1ccc(-c2ccc(C(=O)NCC3CCOCC3)c3occc23)c(C)c1	-16
CN(Cc1cccs1)C(=O)Cn1cnc2ccccc2c1=O	-7
O=C(O)C[C@H]1C[C@@H]2c3cc(NS(=O)(=O)c4ccc(F)cc4)ccc3O[C@@H]2[C@@H](CO)O1	5[25 µM]
CC(=O)Nc1ccc(Br)c2ccccc12	3

Source: PubChem

The list is partial; count on the stated rates, not on these rows.
